MMP-13 inhibitor: human MMP13 inhibitors, primary screen, biochemical, FRET peptide cleavage; Collagenase 3 (Homo sapiens), P45452; MMP-13 fTHP FRET cleavage, Mca fluorescence; inhibition, % at 4 µM; 0.07% of 65,000 active; AID 570, 2006;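 active = inhibition above the mean of compound-free control plate wells plus 3 SD, cut at about 14% in these data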;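 also: 0% = DMSO wells and 100% = wells with reference MMP-13 inhibitor after basal subtraction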
JNK3 inh: JNK3 kinase activity inhibitors, primary screen, biochemical, human, purified enzyme; Mitogen-activated protein kinase 10 (Homo sapiens), P53779; HTS; inhibition, % at 8 µM; 0.61% of 60,000 active; AID 746, 2007; in the data active = inhibition above about 17%;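 also: 0% = DMSO and 100% = reference inhibitor; many of its hits are not listed in these tables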
Target sequence (P53779 whole entry, looked up): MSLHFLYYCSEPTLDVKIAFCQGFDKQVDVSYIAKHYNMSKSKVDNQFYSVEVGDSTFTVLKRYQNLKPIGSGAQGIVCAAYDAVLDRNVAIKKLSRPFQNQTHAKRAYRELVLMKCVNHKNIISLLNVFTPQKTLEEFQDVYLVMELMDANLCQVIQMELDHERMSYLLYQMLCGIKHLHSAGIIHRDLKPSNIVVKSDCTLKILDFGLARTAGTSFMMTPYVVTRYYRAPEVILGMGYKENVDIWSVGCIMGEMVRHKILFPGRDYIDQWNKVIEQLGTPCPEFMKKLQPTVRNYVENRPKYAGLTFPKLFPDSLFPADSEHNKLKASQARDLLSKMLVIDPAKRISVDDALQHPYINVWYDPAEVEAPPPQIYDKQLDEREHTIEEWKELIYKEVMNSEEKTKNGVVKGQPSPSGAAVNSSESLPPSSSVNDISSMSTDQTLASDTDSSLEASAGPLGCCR
ROCK2 inh: inhibitors of human ROCK2 kinase, primary screen, biochemical, high-throughput, luminescence; purified ROCK2, Kinase-Glo ATP depletion luminescence; Rho-associated protein kinase 2 (Homo sapiens), O75116; inhibition, % at 6 µM; 0.35% of 60,000 active;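 active = inhibition above the screen-wide mean inhibition plus 3 SD, cut at about 18% in these data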;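 also: plate controls were DMSO wells for no effect and Y-27632 control wells after no-enzyme background subtraction for full effect; many of its hits are not listed in these tables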
NADH coupling: inhibitors of PK/LDH coupling enzymes, profiling panel, artefact control, biochemical, MLSMR library; IC50, µM (top dose mostly 10 µM), for the others: top-dose inhibition; coupled PK/LDH NADH assays, four targets; AID 774, 2007; 0.02% of 65,000 active;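 active = single-dose screening hits from any of four coupled enzyme assays that gave an IC50 when retested across doses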;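 also: the DPM-DC format reads NADH fluorescence rather than 340 nm absorbance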
PKA kinase inh: inhibitors of human PKA kinase activity, primary screen, biochemical, ATP-depletion luminescence, Kemptide substrate | cAMP-dependent protein kinase catalytic subunit alpha (Homo sapiens), P17612 | PKA Kemptide phosphorylation, Kinase-Glo ATP luminescence | inhibition, % at 6 µM | 0.1% of 65,000 active;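 active = inhibition above the screen-wide mean inhibition plus 3 SD, cut at about 21% in these data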; also: many of its hits are not listed in these tables
A340 absorber: compound light absorbance at 340 nm, profiling panel, artefact control, biochemical, MLSMR library, data from PS, PMK, MK assays; compound absorbance at 340 nm, fold over control; 65,000 tested, under 10 active; fold change at 10 µM; AID 708, 2007;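 active = at 10 µM dose, initial 340 nm absorbance at least 2 fold that of control wells; inactive = change under 2 fold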;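 also: initial absorbance extrapolated from kinetic A340 decline of NADH oxidation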
HEK293 NFkB inh: inhibitors of PMA/ionomycin-induced NF-kB reporter, primary screen, antigen receptor NF-kB inhibitor project, cell-based, HEK-293 luciferase reporter, luminescence. AID 465, 2006. 0.21% of 62,000 active. HEK-293 NF-kB luciferase reporter. inhibition, % at 3 µM;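 active = inhibition above the mean of all tested compounds plus 3 SD, cut at about 40% in these data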;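 also: 0% = stimulated DMSO wells and 100% = 10 µM reference inhibitor 5653914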
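Material: HEK-293 cells with stable firefly luciferase reporter driven by four HIV NF-kB elements / Also added: PMA plus ionomycin mix as NF-kB-activating stimulus / Compound dosing: 3 µM once, 0.30% DMSO / Times: 1 h pretreatment, 16 h stimulation, 37 °C / Signal: luminescence / Evaluation: per-plate % inhibition versus controls / Benchmarks: DMSO and 10 µM reference inhibitor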
Ecoli tolC: growth inhibitors of E. coli tolC mutant, primary screen, strain BW25113 ΔtolC::kan, 384-well; OD615; growth inhibition, % at 10 µM (by protocol); 2.2% of 65,000 active;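 active = growth inhibition at or above a cutoff equal to the mean over every tested compound plus 3 SD, cut at about 60% in these data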;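 also: growth measured after 20 h incubation at 37 °C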
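Signal: optical density read at 615 nm; Assay system: E. coli ΔtolC::kan strain BW25113; Times: 20 h incubation with compound, 37 °C; Dosing: 10 µM final, single dose.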
Fluor 339 460: intrinsic fluorescence of library compounds, ex339/em460 – biochemical, MLSMR library, data from DPM-DC assay, artefact control, profiling panel; compound autofluorescence, ex339/em460 nm, NADH buffer; active compounds read high; 1 = no-compound wells, NADH background; fluorescence fold increase at 10 µM; 5.5% of 65,000 active; AID 709, 2007;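 active = at 10 µM, mean starting fluorescence two-fold or more over control wells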;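 also: signal is the first read of a kinetic run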
* hit, by the source's call; [ ] = dose if it differs, or a comment. A portion of the library; the hit share may differ from the screen's.

For O=C(c1ccncc1)N(Cc1ccccc1)Cc1nc2ccccc2c(=O)[nH]1 the results were MMP-13 inhibitor -1, JNK3 inh -2, ROCK2 inh -3, NADH coupling 6%, PKA kinase inh -5, A340 absorber 0.99, HEK293 NFkB inh 11, Ecoli tolC -14 and Fluor 339 460 1.1.
`CC(C)(C)c1cc(CCC(=O)N2CCNCC2)c(C(C)(C)C)cc1O` gave MMP-13 inhibitor -1, JNK3 inh -3, ROCK2 inh -2, NADH coupling 2%, PKA kinase inh -5, A340 absorber 0.98, HEK293 NFkB inh 12, Ecoli tolC 35 and Fluor 339 460 1.
For CN(C)c1ccc(/C(=N\O)c2ccccc2)cc1 the results were MMP-13 inhibitor 2, JNK3 inh -1, ROCK2 inh 2, NADH coupling 2%, PKA kinase inh 6, A340 absorber 1, HEK293 NFkB inh 10, Ecoli tolC 18 and Fluor 339 460 1.1.
`Nc1ccc2oc(-c3cccc(Br)c3)nc2c1` gave MMP-13 inhibitor -12, JNK3 inh -2, ROCK2 inh 2, NADH coupling 5%[fluoresces], PKA kinase inh -2, A340 absorber 1.1, HEK293 NFkB inh -48, Ecoli tolC -2 and Fluor 339 460 2*.
Screening c1ccc(-n2ncc3c2ncn2nnnc32)cc1 returned MMP-13 inhibitor -2, JNK3 inh 0, ROCK2 inh -5, NADH coupling 5%, PKA kinase inh 11, A340 absorber 0.99, HEK293 NFkB inh 11, Ecoli tolC -9 and Fluor 339 460 1.1.
For Cc1cccc(C(=O)NCc2nnc(SCC(=O)N3CCN(c4ccccc4)CC3)n2C)c1 the results were MMP-13 inhibitor 1, JNK3 inh -7, ROCK2 inh -4, NADH coupling 7%, PKA kinase inh -4, A340 absorber 1, HEK293 NFkB inh 13, Ecoli tolC -12 and Fluor 339 460 1.1.
Screening COCC(=O)N(Cc1ccco1)c1nnc(C2CCOC2)s1 (stereo unspecified) returned MMP-13 inhibitor 6, NADH coupling 7%, PKA kinase inh 6, A340 absorber 0.98, HEK293 NFkB inh 4, Ecoli tolC -11 and Fluor 339 460 1.
Cc1nc2ccccc2c(=O)n1/N=C/c1ccc(N(C)C)cc1 was read as MMP-13 inhibitor -5, JNK3 inh -4, ROCK2 inh 4, NADH coupling 7%, PKA kinase inh 11, A340 absorber 1.2, HEK293 NFkB inh 6, Ecoli tolC 8 and Fluor 339 460 1.1.
For CCN(CC)S(=O)(=O)c1csc(C(=O)NC2CCCCC2)c1 the results were MMP-13 inhibitor -1, JNK3 inh 2, ROCK2 inh 2, NADH coupling 10%, PKA kinase inh 5, A340 absorber 1, HEK293 NFkB inh -12, Ecoli tolC -10 and Fluor 339 460 1.1.
Screening Fc1ccc(-c2nnn(Cc3nc4ccccc4s3)n2)cc1 returned MMP-13 inhibitor 7, JNK3 inh -1, ROCK2 inh -7, NADH coupling 6%, PKA kinase inh -1, A340 absorber 0.98, HEK293 NFkB inh 1, Ecoli tolC 41 and Fluor 339 460 1.1.
For Nn1c(SCC(=O)Nc2ccc3c(c2)OCO3)nnc1C1CCCCC1 the results were MMP-13 inhibitor 5, JNK3 inh -5, ROCK2 inh 8, NADH coupling 0%, PKA kinase inh 14, A340 absorber 1, HEK293 NFkB inh 15, Ecoli tolC 0 and Fluor 339 460 1.1.
For O=C(CCCC(=O)N1CCCc2ccccc21)N1CCCc2ccccc21 the results were MMP-13 inhibitor 3, NADH coupling 4%, PKA kinase inh 2, A340 absorber 1, HEK293 NFkB inh 11, Ecoli tolC 16 and Fluor 339 460 1.1.
`O=c1cc(CN2CCN(c3ccccc3)CC2)c2cc(O)c(-c3ccccc3)cc2o1` gave MMP-13 inhibitor -17, JNK3 inh -3, ROCK2 inh -4, NADH coupling 12%, PKA kinase inh 0, A340 absorber 1, HEK293 NFkB inh 19, Ecoli tolC -5 and Fluor 339 460 1.2.
`O=C1CC(c2ccccc2)CC(O)=C1C=NCCN1CCN(C(=O)Nc2ccccc2)CC1` (stereo unspecified) gave MMP-13 inhibitor 5, JNK3 inh 0, ROCK2 inh 4, NADH coupling 2%, PKA kinase inh -5, A340 absorber 1, HEK293 NFkB inh 17, Ecoli tolC -25 and Fluor 339 460 1.1.
`Cc1nn(CC(=O)NCC2CCCO2)c(=O)c2ccccc12` (stereo unspecified) gave MMP-13 inhibitor 4, JNK3 inh -3, ROCK2 inh 0, NADH coupling 9%, PKA kinase inh 2, A340 absorber 0.99, HEK293 NFkB inh 14, Ecoli tolC 4 and Fluor 339 460 1.1.
O=C1C2ON(c3ccccc3)C(c3cccnc3)C2C(=O)N1Cc1ccccc1 (stereo unspecified) was read as MMP-13 inhibitor -5, JNK3 inh 2, ROCK2 inh 11, NADH coupling 1%, PKA kinase inh 5, A340 absorber 1, Ecoli tolC 11 and Fluor 339 460 1.1.
For Cc1ccc2c(c1)N(C(=O)CCC(=O)N1CCc3ccccc3C1)CCO2 the results were MMP-13 inhibitor -1, JNK3 inh 1, ROCK2 inh 0, NADH coupling 7%, PKA kinase inh 4, A340 absorber 0.99, HEK293 NFkB inh 16, Ecoli tolC 5 and Fluor 339 460 1.2.
Screening CC(C)CCNC(=O)Cn1cc2c(n1)CCCCC2 returned MMP-13 inhibitor -2, JNK3 inh -4, ROCK2 inh -1, NADH coupling 11%, PKA kinase inh 7, A340 absorber 1, HEK293 NFkB inh -2, Ecoli tolC -2 and Fluor 339 460 1.
`COc1cccc(N(CC(=O)Nc2ccccc2C)S(C)(=O)=O)c1` gave MMP-13 inhibitor -1, JNK3 inh 1, ROCK2 inh 6, NADH coupling 8%, PKA kinase inh 3, A340 absorber 1, HEK293 NFkB inh 9, Ecoli tolC -11 and Fluor 339 460 1.1.
For CS(=O)(=O)N(CCc1ccccc1)CC(=O)N1CCN(c2ccccc2)CC1 the results were MMP-13 inhibitor 5, JNK3 inh 0, ROCK2 inh 3, NADH coupling 12%, PKA kinase inh 8, A340 absorber 1.1, HEK293 NFkB inh -2, Ecoli tolC 5 and Fluor 339 460 1.1.
For O=C(Cn1cnc2ccccc2c1=O)NC1CCCc2ccccc21 (stereo unspecified) the results were MMP-13 inhibitor 0, JNK3 inh 1, ROCK2 inh 3, NADH coupling 3%, PKA kinase inh 1, A340 absorber 1.1, HEK293 NFkB inh 4, Ecoli tolC -8 and Fluor 339 460 1.1.
COc1ccc(OCCC(=O)N2CCCCC2)cc1 was read as MMP-13 inhibitor 3, JNK3 inh 0, ROCK2 inh 9, NADH coupling 7%, PKA kinase inh 10, A340 absorber 1.1, HEK293 NFkB inh 8, Ecoli tolC -1 and Fluor 339 460 1.1.
Cn1cccc1Cc1nnc(SCC(=O)N2CCc3ccccc32)n1-c1ccc(F)cc1 was read as MMP-13 inhibitor 2, JNK3 inh -1, ROCK2 inh 5, NADH coupling 9%, PKA kinase inh 5, A340 absorber 1, HEK293 NFkB inh 2, Ecoli tolC -7 and Fluor 339 460 1.1.
`COc1cc(C(O)c2nc3ccccc3n2C)cc(OC)c1OC` (stereo unspecified) gave MMP-13 inhibitor 1, NADH coupling 2%, PKA kinase inh 5, A340 absorber 0.99, HEK293 NFkB inh 6, Ecoli tolC -3 and Fluor 339 460 1.
Screening COc1ccc(/C(O)=C2/C(=O)C(=O)N(CCCN(C)C)C2c2ccccc2)cc1Cl (stereo unspecified) returned MMP-13 inhibitor 5, JNK3 inh 9, ROCK2 inh 1, NADH coupling 1%, PKA kinase inh 1, A340 absorber 1.1, Ecoli tolC 18 and Fluor 339 460 1.1.
Cc1cnc(Nc2nc3ccccc3o2)nc1C(=O)Nc1cccc(C(F)(F)F)c1 was read as MMP-13 inhibitor 4, JNK3 inh 6, ROCK2 inh 1, NADH coupling 5%, PKA kinase inh 3, A340 absorber 1, HEK293 NFkB inh 6, Ecoli tolC 51 and Fluor 339 460 1.1.
For CCC(=O)N1CCc2cc(S(=O)(=O)NCCC(=O)Nc3cc(C)cc(C)c3)ccc21 the results were MMP-13 inhibitor -3, JNK3 inh 1, ROCK2 inh 0, NADH coupling 5%, PKA kinase inh -2, A340 absorber 1, HEK293 NFkB inh 5, Ecoli tolC 5 and Fluor 339 460 1.1.
`Nc1ncnc2c1ncn2CCN1CCOCC1` gave MMP-13 inhibitor -3, JNK3 inh 11, ROCK2 inh 9, NADH coupling 4%, PKA kinase inh 10, A340 absorber 1, HEK293 NFkB inh 1, Ecoli tolC -17 and Fluor 339 460 1.1.
For CCOC(=O)c1cc2sccc2n1CC(=O)Nc1ccc(OC)cc1OC the results were MMP-13 inhibitor 2, JNK3 inh 1, ROCK2 inh 1, NADH coupling 3%, PKA kinase inh 7, A340 absorber 0.97, HEK293 NFkB inh 22, Ecoli tolC 1 and Fluor 339 460 1.
`CC1CN(C(=O)c2ccc3c(c2)OCO3)OC(c2ccccc2)O1` (stereo unspecified) gave MMP-13 inhibitor 0, JNK3 inh 5, ROCK2 inh 8, NADH coupling 5%, PKA kinase inh 10, A340 absorber 1, HEK293 NFkB inh -5, Ecoli tolC 9 and Fluor 339 460 1.1.
`COc1ccc(CCNC(=O)CSc2nnc(-c3cccc(C)c3)o2)cc1OC` gave MMP-13 inhibitor 3, JNK3 inh 9, ROCK2 inh 4, NADH coupling 4%, PKA kinase inh 9, A340 absorber 0.99, HEK293 NFkB inh 14, Ecoli tolC -13 and Fluor 339 460 1.
For CC(=O)c1cc(C#N)c(SCc2ccncc2)nc1C the results were MMP-13 inhibitor 2, JNK3 inh -18, ROCK2 inh 28*, NADH coupling 3%, PKA kinase inh 2, A340 absorber 1.1, Ecoli tolC 16 and Fluor 339 460 1.1.
`Cc1ccc(NC(=O)COC(=O)Cn2c(C)csc2=O)cc1C` gave MMP-13 inhibitor -10, JNK3 inh -1, ROCK2 inh 6, NADH coupling 7%, PKA kinase inh 10, A340 absorber 0.99, HEK293 NFkB inh 20, Ecoli tolC -7 and Fluor 339 460 1.1.
C=CCn1c(Cc2cccs2)nnc1SCC(=O)Nc1ccc(C(=O)OCC)cc1 was read as MMP-13 inhibitor 6, JNK3 inh -5, ROCK2 inh 2, NADH coupling 6%, PKA kinase inh 8, A340 absorber 1, HEK293 NFkB inh 10, Ecoli tolC 26 and Fluor 339 460 1.1.
For O=C(NCc1ccncc1)/C(=N/O)c1ccccc1 the results were MMP-13 inhibitor 4, JNK3 inh -1, ROCK2 inh 1, NADH coupling 2%, PKA kinase inh 4, A340 absorber 1, HEK293 NFkB inh 0, Ecoli tolC -10 and Fluor 339 460 1.2.
CCOC(=O)c1cc(NC(=O)NCc2ccco2)c(C)nc1C was read as MMP-13 inhibitor 0, NADH coupling 6%, PKA kinase inh 5, A340 absorber 1, HEK293 NFkB inh -2, Ecoli tolC -5 and Fluor 339 460 1.1.

Assay outcomes from PubChem BioAssay.
